mcGAS inh: blocks mouse cGAS activity; 160,000 compounds, 0.15% hits; inhibition, % at 12.5 µM; recombinant cGAS, Kinase-Glo ATP depletion luminescence; Q8C6L5;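 further: 0% = negative control wells and 100% = reference inhibitor with no enzyme activity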
hcGAS inh: inhibitors of human cGAS; 290,000 compounds, 0.081% hits; Q8N884; recombinant h-cGAS, ATP depletion, Kinase-Glo luminescence; inhibition, % at 12.5 µM;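 further: 0% = vehicle reaction and 100% = reaction without DNA for no activity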
Target sequence (Q8N884 whole entry, looked up): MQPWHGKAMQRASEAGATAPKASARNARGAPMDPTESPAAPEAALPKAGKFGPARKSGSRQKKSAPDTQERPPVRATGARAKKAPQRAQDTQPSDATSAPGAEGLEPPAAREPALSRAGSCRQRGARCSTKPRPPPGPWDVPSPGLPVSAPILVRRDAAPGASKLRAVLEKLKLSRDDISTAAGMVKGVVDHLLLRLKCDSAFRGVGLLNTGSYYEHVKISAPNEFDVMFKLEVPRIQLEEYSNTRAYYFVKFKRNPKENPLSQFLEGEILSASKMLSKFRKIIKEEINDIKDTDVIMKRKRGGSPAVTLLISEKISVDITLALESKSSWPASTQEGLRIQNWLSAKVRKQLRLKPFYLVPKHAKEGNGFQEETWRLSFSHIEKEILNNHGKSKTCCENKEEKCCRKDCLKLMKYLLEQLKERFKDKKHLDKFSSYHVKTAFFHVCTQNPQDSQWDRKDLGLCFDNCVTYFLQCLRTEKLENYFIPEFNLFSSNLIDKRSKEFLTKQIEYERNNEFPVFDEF
NPYLR7 ag: mosquito NPYLR7 agonism. HEK293T NPYLR7/Galpha15, GCaMP6s calcium fluorescence. activation, % at 10 µM. 270,000 compounds, 0.15% hits. AID 1259423; in the data active means activation above about 40%;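 further: 0% = vehicle and 100% = reference agonist at the receptor; some compounds past the cut are filed as inactive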
The depositor's hits bear a star; nt = not tested or not shown; & = joins results of further samples. Unless noted, no stated cut-off is given here; in the data, active means inhibition above about 40%; inactive means the rest.

Values run as follows: mcGAS inh | hcGAS inh | NPYLR7 ag
CCCCC(=O)N1c2ccccc2N=C2CC(C)(C)CC(=O)C2C1c1cccc([N+](=O)[O-])c1 (stereo not given)
    -2.0 | -2.4 | -9.7
Cc1ccccc1OCC(=O)NNC(=O)C(C(C)C)N1C(=O)c2ccccc2C1=O (stereo not given)
    -5.9 | -5.4 | -1.3
CC(C)n1cc(CN2CCC(CNC(=O)C3CCCCC3)C2)cn1 (stereo not given)
    nt | 1.3 | -2.6
Cn1nc(C(=O)N2CCCC(Nc3ccc(F)c(F)c3)C2)ccc1=O (stereo not given)
    nt | -6.2 | 15.4
CCCc1ccc2oc(C(=O)N(C)Cc3nccn3C)c(C)c2c1
    nt | -8.9 | 7.0
O=C(c1ccccc1Br)N1CCN(c2nc(Cc3ccccc3)nc3c2cnn3-c2ccccc2)CC1
    -3.3 | -5.2 | 1.9
COCCCn1ccc(NC(=O)N2CCC(c3noc(C)n3)CC2)n1
    nt | 3.8 | -2.0
CCN(CC)C(=O)C(NC(=O)c1ccc(F)cc1)C1CCN(S(=O)(=O)c2ccc(C)cc2)CC1 (stereo not given)
    -4.9 | -3.3 | -2.5
CCN1CCCC1CNC(=O)CCC1CCN(C(=O)c2ccc[nH]2)CC1 (stereo not given)
    -6.6 | -12.3 | nt
Cn1c(C(F)(F)F)nc2c(=O)oc3ccccc3c21
    nt | -7.0 | 4.6
O=C1C(=Cc2ccc(F)cc2)NC(=S)N1Cc1ccco1
    nt | 0.5 | 0.5
CC(C)(C)C1C=C(Sc2ccccc2)C(=O)O1 (stereo not given)
    nt | 7.1 | -5.2
O=[N+]([O-])c1ccc(SCc2csc(Cc3ccc(Cl)c(Cl)c3)n2)nc1
    -1.5 | 0.1 | 17.9
CCCCCC(=O)N(CCCOC)CC(=O)Nc1cc(C(C)(C)C)nn1-c1cccc(C)c1
    -3.4 | -3.1 | 4.0
COc1cccc(-c2nc(OCC(C)C)nn2-c2ccc(NC(=O)c3cccc([N+](=O)[O-])c3)cc2)c1
    -4.7 | -8.8 | 3.4

Fetched one by one from above, four records:
Values run as follows: mcGAS inh | hcGAS inh | NPYLR7 ag
CC(C)n1cc(CN2CCC(CNC(=O)C3CCCCC3)C2)cn1 (stereo not given)
    nt | 1.3 | -2.6
COCCCn1ccc(NC(=O)N2CCC(c3noc(C)n3)CC2)n1
    nt | 3.8 | -2.0
Cn1nc(C(=O)N2CCCC(Nc3ccc(F)c(F)c3)C2)ccc1=O (stereo not given)
    nt | -6.2 | 15.4
O=[N+]([O-])c1ccc(SCc2csc(Cc3ccc(Cl)c(Cl)c3)n2)nc1
    -1.5 | 0.1 | 17.9

(continued)
Values run as follows: mcGAS inh | hcGAS inh | NPYLR7 ag
CCOc1cccc2c1OC[C@@H]1CN(CC)C(=O)CCN(C(=O)c3ccccc3OC)[C@H]21
    -6.8 | 5.5 | 23.0
COc1cccc(-c2cccc(NC(=O)C3CCN(CCCn4cccn4)CC3)c2)c1
    nt | -2.2&-3.2 | 5.7
O=C(c1cccc(C(F)(F)F)c1)C1CCCN(C(=O)c2scc3c2OCCO3)C1 (stereo not given)
    -15.5 | -1.8 | 9.1
CC12CC3CC(C)(C1)CC(C(=O)N1CCN(CCOCCO)CC1)(C3)C2
    -8.1 | -7.5 | 5.7
CN1CCC(NC(=O)C2(C)CCN2Cc2ccc(-c3ccccc3)o2)CC1 (stereo not given)
    nt | -8.0 | 7.3
COc1ccc(CN(Cc2ccccc2F)CC(O)Cc2ccccc2)cc1 (stereo not given)
    -5.2 | -5.5 | 0.0
COc1ccc(Cl)cc1-c1cccc(-n2cncc2C(=O)NC(C)CCC(C)C)c1 (stereo not given)
    -6.7 | -4.8 | -0.5
Cc1ccccc1CCN1CCCC(CN(C)C(=O)/C=C/c2cccnc2)C1 (stereo not given)
    nt | -4.4 | 13.0
Cc1nn(C(=O)/C=C/c2ccccc2)c(C)c1Sc1ccc([N+](=O)[O-])cc1
    nt | 0.8 | 2.8
CN(CCOc1ccc(Cl)cc1)S(=O)(=O)c1ccc(N2CCCC2=O)cc1
    nt | -1.5 | 4.4
CCCCN(C(=O)CCl)c1c(N)n(CCC)c(=O)[nH]c1=O
    -7.5 | -8.3 | -6.0
COCCNC(=O)c1nn(-c2cccc(Cl)c2)c(=O)n(Cc2cccc(F)c2)c1=O
    0.6 | 0.2 | -4.7
COc1cccc(-c2ccc(NC(=O)C3CCCN3S(C)(=O)=O)cc2)c1 (stereo not given)
    nt | -5.4 | 5.9
CC(NC(=O)C1CCCN1c1ncc(C(F)(F)F)cc1Cl)c1ccccc1 (stereo not given)
    -6.2 | -12.2 | 7.6
CCN(CC(=O)Nc1cc(-c2ccccc2)nn1-c1ccc(F)cc1)S(=O)(=O)c1ccc2ccccc2c1
    -6.4 | -1.6 | -0.9
Cc1ccc2nc(N(CCN(C)C)C(=O)c3ccn(C)n3)sc2c1
    -1.3 | 0.0 | nt
Cc1ncsc1CCN(C)C(=O)CCCn1nnnc1CN1CCc2ccccc2C1
    -4.6 | -6.0 | 1.6
COc1ccc(CCNS(=O)(=O)c2cc(Cl)ccc2Cl)cc1OC
    nt | -0.3 | 3.7
O=C(C(=NNc1ncnc2sc3c(c12)CCCC3)c1ccco1)c1ccco1
    nt | -3.4 | 5.6
COc1ccc(CCN(C)C(=O)CCCCSc2nnc(-c3ccco3)n2-c2cccc(C)c2)cc1OC
    -4.9 | -8.5 | 16.4
C#CCn1c(O)c(N=NC(=O)CNC(=O)c2ccccc2Br)c2ccccc21
    0.1 | 0.3 | -9.9
O=C(NCc1ccccn1)C(C1CCCC1)N1CCN(C(=O)COCc2ccccc2)CC1 (stereo not given)
    -4.4 | -6.5 | -6.8
C=CCn1c(N)c(C#N)c2nc(C#N)c(C#N)nc21
    0.9 | 4.9 | 5.2
CC1CCC2(CC1)NC(=O)N(CN(CCC#N)CCC#N)C2=O (stereo not given)
    nt | -8.8 | -3.3
CCCN1C(=O)c2ccccc2C(C(=O)N(C)C(C)C)C1c1ccc2c(c1)OCO2 (stereo not given)
    -1.8 | 0.7 | nt
O=C(N[C@H]1CCCCNC1=O)c1cc(Cn2ccc3ccccc32)[nH]n1
    nt | -11.1 | 1.3
CCOC(=O)C1(Cc2ccccc2Cl)CCN(C(=O)c2ccncc2)CC1
    nt | -5.6 | 4.2
CC(C)C(=O)N1CCN(C(=O)c2cn(Cc3ccccc3)nc2-c2ccccc2)CC1
    -7.3 | -5.4 | 6.5
O=C(CSc1nc(=O)n(Cc2cccnc2)c2c1CCC2)Nc1cccc([N+](=O)[O-])c1
    -9.3 | -6.0 | 0.7
CCNc1ncc(C(=O)N2CCCCC2c2cccnc2)cn1 (stereo not given)
    -13.2 | -3.3 | 25.6
CN(C)[C@@H]1[C@@H](NC(=O)CCCn2ccnc2)[C@H]2CCO[C@H]21
    -5.8 | -12.6 | nt
CS(=O)(=O)c1ccc(Oc2ccc(F)c(F)c2)c(S(C)(=O)=O)c1
    -16.5 | -7.4 | 20.3
Cc1noc(C)c1CC(=O)N1CCCC(Nc2ccc3c(c2)OCO3)C1 (stereo not given)
    nt | -4.9&-8.6 | 21.2&-2.5
CCc1nc2n(n1)C(=O)C(C(c1ccccc1F)N1CCC(C(N)=O)CC1)S2 (stereo not given)
    -6.5 | -4.8 | -0.9
COCCOC1CCN(C(=O)C(C)n2cc(C)cn2)CC1 (stereo not given)
    -3.9 | -4.7 | nt
CC(=O)Nc1sc2c(c1C(=O)Nc1ccccc1C)CCC(C)C2 (stereo not given)
    nt | -3.4 | 2.6
COCCCN(CC(=O)N1CCc2sccc2C1c1ccc(Cl)cc1)S(=O)(=O)c1ccc([N+](=O)[O-])cc1 (stereo not given)
    -4.0 | -3.7 | -4.2
COc1ccccc1Nc1cc(C)nc(-n2cc([N+](=O)[O-])cn2)n1
    -7.3 | -8.2 | 4.0
Clc1nsc(NC2CCCCC2)n1
    nt | -10.1 | -4.3
CCOc1ccc(-c2ccnc(N3CCN(C(=O)CCc4ccccc4)CC3)n2)cc1
    -7.7 | -6.1 | 2.8
O=c1c2ccccc2cnn1CN(Cc1ccccc1C(F)(F)F)C1CC1
    nt | -7.1 | 6.4
COc1ccc(C(=O)N(Cc2ccccc2)Cc2cc(NC(=O)c3cccc(F)c3)ccc2N(C)C)cc1
    -2.7 | -2.1 | 15.9
COc1ccc(C2(CNc3ncnc4c3CCNC4)CCCC2)cc1
    -5.0 | -3.4 | 6.8
O=C(CSc1nc(C(F)(F)F)cc(=O)[nH]1)Nc1ccc2c(c1)OCCO2
    -8.1 | -3.3 | 1.6
CCn1cc(C(CC(=O)N2CCN(C/C=C/c3ccccc3)CC2)c2ccc3c(c2)OCO3)c2ccccc21 (stereo not given)
    -4.4 | -6.9 | 17.5

Reprinted from the part before: five compounds, then new ones.
Values run as follows: mcGAS inh | hcGAS inh | NPYLR7 ag
O=c1c2ccccc2cnn1CN(Cc1ccccc1C(F)(F)F)C1CC1
    nt | -7.1 | 6.4
COc1ccc(C(=O)N(Cc2ccccc2)Cc2cc(NC(=O)c3cccc(F)c3)ccc2N(C)C)cc1
    -2.7 | -2.1 | 15.9
COc1ccc(C2(CNc3ncnc4c3CCNC4)CCCC2)cc1
    -5.0 | -3.4 | 6.8
O=C(CSc1nc(C(F)(F)F)cc(=O)[nH]1)Nc1ccc2c(c1)OCCO2
    -8.1 | -3.3 | 1.6
CCn1cc(C(CC(=O)N2CCN(C/C=C/c3ccccc3)CC2)c2ccc3c(c2)OCO3)c2ccccc21 (stereo not given)
    -4.4 | -6.9 | 17.5
CC1(C(=O)NS(=O)(=O)c2cccs2)CCN1C(=O)C1CC1 (stereo not given)
    nt | -7.1 | 0.6
O=C(NCC1CCCO1)c1cc(NC(=O)C2C[C@H]2c2ccccc2)ccc1N1CCC(Cc2ccccc2)CC1 (stereo not given in full)
    -3.4 | -1.5 | -10.0
Cc1sc(NC(=O)c2ccc(C#N)cc2)nc1-c1ccccc1
    -7.5 | -7.3 | 14.4
CCOC(=O)C1CCN(C(c2ccc(Br)cc2)C2Sc3nc(C)nn3C2=O)CC1 (stereo not given)
    nt | -6.1 | 3.4
CC1CCCCN1CC(=O)Nc1ccc(F)c(NC(=O)C2Cc3cc(Cl)ccc3O2)c1 (stereo not given)
    -2.6 | 2.6 | 3.8
COc1ccc(C2CC(C(F)(F)F)n3ncc(C(=O)NC(C)(C)C)c3N2)cc1OC (stereo not given)
    -6.3 | -4.8 | -6.2
Cc1cnc2ccccc2c1N1CCN(CC(F)(F)F)CC1
    -16.8 | -9.9 | -1.2
COc1cc(CC(=O)N(C2CC2)C(C)c2ccco2)cc(OC)c1OC (stereo not given)
    nt | -8.4 | -1.7
CNC(=O)C1CCN(c2nc3ncn(CC(=O)Nc4cccc(C)c4C)c(=O)c3s2)CC1
    nt | -1.4 | 5.2
O=C(c1cc(F)ccc1F)C1CCCN(Cc2cccc(C(F)(F)F)c2)C1 (stereo not given)
    -10.1 | -1.0 | 6.3
CCCC1(c2ccccc2)NC(=O)N(CC(=O)c2cccc(OC)c2)C1=O (stereo not given)
    nt | -9.7 | 16.5
CC(C)CCNS(=O)(=O)c1cccc2nsnc12
    nt | 0.1 | 10.4
CC(C)c1cccc(-c2nc3c(N4CCN(C)CC4)nccc3[nH]2)c1
    -7.3 | -7.9 | -5.2
Cn1cc(-c2nc(C(=O)NCCCNC3CCCCC3)cs2)cn1
    nt | 4.5 | -0.8
CCN(CCOc1ccccc1)C(=O)C1CCC(O)CC1 (stereo not given)
    -16.2 | -6.4 | -3.4
Cc1ccc(C)c(OCCSc2nc3ccccc3n2CC(=O)N2CCOCC2)c1
    -8.0 | -4.8 | -4.0
CSc1ncccc1C(=O)NCCc1cccs1
    nt | 0.7 | -7.8
CN(CCCOc1ccccc1)CC(=O)NC(=O)NC(C)(C)C
    nt | -3.9 | 2.3
CCC1CN(S(=O)(=O)c2cc(F)ccc2C(=O)OC)CCO1 (stereo not given)
    nt | 3.2 | 0.7
CCOC(=O)C1=C(NC(=O)Cc2ccccc2)c2ccccc2CC1C(C)C (stereo not given)
    -7.5 | -18.9 | 1.3
CC(=O)C(C)n1c(=O)c2c(nc3n(-c4ccccc4)c(-c4ccccc4)cn23)n(C)c1=O (stereo not given)
    nt | -6.6 | 8.1
COCc1nnc(C2CN(Cc3cnn(C)c3C)CC23CCN(C)CC3)o1 (stereo not given)
    -4.8 | -6.3 | nt
Nc1nnc2c([nH]c3ccccc32)c1-c1ccccc1
    nt | 15.9 | 2.8
CCCCCCCOc1ccc(C(=O)Nc2ccc3[nH]cc(CCN4CCN(c5cccc(C(F)(F)F)c5)CC4)c3c2)cc1
    -5.9 | -3.4 | 15.8
